ABCB6 inh MLPCN – blocks the human ABCB6 transporter; Q9NP58; K562-ABCB6 porphyrin accumulation, flow cytometry, 1 h; active compounds read low; fluorescence ratio to DMSO, % at 10 µM; 360,000 compounds, 0.19% hits; AID 602162;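 active = fluorescence ratio to DMSO below 75%, the collection mean minus 3 SD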;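 note: signal is porphyrin accumulated inside mitochondria; 100% equals median channel fluorescence of DMSO control wells; lower ratio means ABCB6 inhibition with less porphyrin fluorescence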
MC4R antag cAMP – blocks human MC4R cAMP signaling. 360,000 compounds, 0.48% hits. MC4R-expressing cells, MTII-stimulated cAMP, LANCE TR-FRET. inhibition, % at 6.5 µM;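 active = inhibition above its plate's cutoff, the mean of tested wells on that plate plus 3 SD, cut at about 29% in these data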;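 note: 0% = Melanotan II alone and 100% = Melanotan II plus saturating MCL0020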
Target sequence (P32245 whole entry, looked up): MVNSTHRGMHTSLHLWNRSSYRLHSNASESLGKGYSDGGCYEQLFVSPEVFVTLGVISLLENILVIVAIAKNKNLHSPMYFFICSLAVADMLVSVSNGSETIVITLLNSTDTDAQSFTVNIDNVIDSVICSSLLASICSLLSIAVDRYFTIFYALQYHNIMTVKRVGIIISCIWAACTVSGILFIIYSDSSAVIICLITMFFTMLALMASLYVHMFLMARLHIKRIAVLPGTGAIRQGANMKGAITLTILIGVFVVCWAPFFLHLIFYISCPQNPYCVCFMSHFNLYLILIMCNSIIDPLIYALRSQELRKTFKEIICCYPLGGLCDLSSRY
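System: U2OS-MC4R stable cell line; Technique: Eu-cAMP/anti-cAMP TR-FRET, emission 671 nm; Repeats: single well per compound; Also added: Melanotan II; Dosing: one concentration, 6.5 µM nominal; Schedule: 30-min compound, 1-h challenge, 1-h detection, room temperature.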
ABHD5-PLIN5 inh – blocks binding of human ABHD5 to perilipin-5; Q00G26+Q8WTS1; Split G. princeps luciferase complementation, luminescence, 4 h; inhibition, % at 4 µM; 360,000 compounds, 0.78% hits; AID 602281;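 active = inhibition above the mean inhibition across every tested compound plus 3 SD, cut at about 22% in these data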;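 note: 0% = DMSO only wells and the 100% control is not disclosed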
Vif imaging – HIV Vif inhibition. HEK293T cells, Vif self-association by quenched fluorescence, imaging, 24 h. inhibition, % at 7.49 µM. 340,000 compounds, 0.35% hits; in the data active = inhibition above about 50%, passing the limit was not always enough; note: some results filed as inactive read as strong as hits
NOD2 RIPK2 PPI – NOD2-RIPK2 protein interaction inhibition | O43353 | 360,000 compounds, 0.38% hits | CHO BLA complementation NOD2-RIPK2, CCF4 ratio | AID 624267 | inhibition, % at 4.98 µM; in the data active = inhibition above about 21%;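 note: 0% = vehicle only and 100% = reference blocker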
Target sequence (O43353 whole entry, looked up): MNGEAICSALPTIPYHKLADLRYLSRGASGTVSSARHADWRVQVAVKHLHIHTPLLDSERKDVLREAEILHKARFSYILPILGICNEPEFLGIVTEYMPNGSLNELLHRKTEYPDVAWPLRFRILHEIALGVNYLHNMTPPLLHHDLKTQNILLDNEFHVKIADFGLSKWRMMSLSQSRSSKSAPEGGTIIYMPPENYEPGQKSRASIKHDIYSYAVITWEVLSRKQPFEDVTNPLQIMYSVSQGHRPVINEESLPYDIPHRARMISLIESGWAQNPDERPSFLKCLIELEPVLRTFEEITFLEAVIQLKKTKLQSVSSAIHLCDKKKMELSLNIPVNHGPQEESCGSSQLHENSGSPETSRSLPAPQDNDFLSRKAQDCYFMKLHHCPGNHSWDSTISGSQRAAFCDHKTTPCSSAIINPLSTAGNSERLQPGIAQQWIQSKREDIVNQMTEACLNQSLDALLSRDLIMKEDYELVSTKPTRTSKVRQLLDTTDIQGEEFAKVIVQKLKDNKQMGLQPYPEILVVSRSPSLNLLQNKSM
MC4R ag barr – activates human MC4R beta-arrestin recruitment; P32245; U2OS MC4R beta-arrestin complementation, luminescence; percent of melanotan II response, DMSO zero; activation, % at 8.9 µM; 360,000 compounds, 0.98% hits;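 active = activation above a per-plate cutoff, the mean activation of sample wells on that plate plus 3 SD, cut at about 8% in these data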
N-glyco inh – blocks N-linked glycosylation in D54 reporter cells. D54 ERlucT glycosylation luciferase reporter, 24 h; percent of 100 nM tunicamycin response. reporter increase, % at 12.5 µM. 360,000 compounds, 0.23% hits;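 active = mean luciferase reporter signal, scaled so untreated is 0 and the glycosylation-blocking control 100, at or above a set limit in every replicate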;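 note: luciferase carries N-glycosylation sites so blocking glycosylation raises the light; 0% = median of neutral control wells and 100% = median of 100 nM tunicamycin wells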
aDG glyco act – increases alpha dystroglycan glycosylation; Pro5-aDG cells, alpha-DG glycosylation AlphaScreen (IIH6); 0% Pro5, 100% B10-LARGE cell signal; activation, % at 10 µM; 360,000 compounds, 0.22% hits;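 active = activation of at least 8% versus controls, or a plate z-score of at least 8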;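 note: Pro5 are CHO cells carrying HIG-tagged alpha-DG that lacks glycosylation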
Exocytosis inh – blocks lytic granule exocytosis; TALL-104 LAMP-1 surface exposure, flow cytometry; cells stimulated with thapsigargin and PMA; inhibition, % at 10 µM; 360,000 compounds, 0.66% hits; AID 651702;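 active = inhibition above about 55%, limit read from the data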
TLR9-MyD88 block – inhibitors of human TLR9-MyD88 binding; inhibition, % at 4.98 µM; 340,000 compounds, 0.21% hits; CHO BLA complementation TLR9-MyD88, CCF4 FRET ratio;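 active = inhibition above the mean over all tested compounds plus 3 SD, cut at about 21% in these data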;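 note: 0% = DMSO only wells and 100% = clavulanate BLA inhibitor control wells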
The depositor's hits bear a star; / = no result given. A portion of the library; the hit share may differ from the screen's.

Compound	ABCB6 inh MLPCN	MC4R antag cAMP	ABHD5-PLIN5 inh	Vif imaging	NOD2 RIPK2 PPI	MC4R ag barr	N-glyco inh	aDG glyco act	Exocytosis inh	TLR9-MyD88 block
Cc1cccc(CCNC(=O)C2CCN(S(=O)(=O)c3c(C)noc3C)CC2)c1	91	14	1	-3	-14	-1.0	1	-0.2	4	-5
CCN1C(=O)[C@H]2[C@@H](c3ccc(-c4ccc(F)cc4)c(OC)c3)N3CCC[C@@]3(C(=O)OC)[C@H]2C1=O	93	10	5	-2	10	-1.0	5	0.5	-10	-10
COc1ccccc1/C=C/C(=O)OCC(=O)Nc1ccccc1Sc1ccccc1	100	-6	-4	0	-10	-1.0	-3	0.1	-4	-3
Cc1nc2c(-c3ccc(F)cc3)c(C)nn2c(C)c1CCC(=O)NCCN1CCOCC1	101	-1	10	-7	-6	-0.2	2	1.8	9	1
COc1ccc(CNS(=O)(=O)c2ccc3c(c2)N(C(C)=O)CC(C)S3)cc1 (configuration not stated)	97	0	-2	-3	-2	1.1	-2	0.7	16	5
O=C1c2ccccc2C(=O)N1c1ncn[nH]1	101	13	-2	/	9	-1.2	0	-0.1	2	-3
CN(C)c1cccc(C(=O)OCC(=O)NC2CCCC2)c1	103	14	-5	5	8	0.8	1	0.1	3	0
CCOC(=O)c1c(C)[nH]c(C(=O)COC(=O)COc2ccc(OC)cc2)c1C	100	8	-5	28	-1	7.3	0	-0.7	0	9
O=C(COc1ccccc1-c1ccccc1)NNC(=O)NC1CCCCC1	97	8	0	-1	-2	-2.3	-2	0.3	-2	1
CCOc1ccc(CN=C(N)N=C(N)N)cc1Cl	98	8	6	-1	-4	-0.7	0	0.3	1	7
Cc1[nH]c(C)c(S(=O)(=O)NCc2ccc(N(C)C)cc2)c1C(=O)N1CCCC1	108	9	-7	-5	-5	-0.5	1	-0.1	0	4
COC(=O)c1sc(=S)n(-c2ccc(Cl)cc2)c1C	89	3	3	/	3	2.1	-2	0.2	-1	-3
O=C(Nc1nnc(C2CC2)s1)c1ccncc1	96	14	6	3	-6	0.6	3	-0.1	-2	-9
COc1ccccc1OCCCC(=O)NC(C)c1ccccc1 (configuration not stated)	101	21	-1	0	-6	-0.6	-2	0.1	-3	-4
COc1ccc(CNC(=O)C(C)N(Cc2ccccc2OC)C(=O)c2snc(C(N)=O)c2N)cc1 (configuration not stated)	99	15	-1	20	-9	1.8	-3	-0.3	10	-13
Fc1ccc(Nc2nc3ccccc3s2)cc1	94	-5	-2	0	-3	2.2	-1	0.0	1	6
CSc1ccc(S(=O)(=O)NC2CC3CCC2C3)cc1 (configuration not stated)	93	-1	-1	5	-6	-1.9	2	0.0	-2	-5
Oc1ccc(Nc2nc(N3CCCC3)c3ccccc3n2)cc1	100	-6	15	-31	-7	-0.2	53*	1.4	1	-9
CC(=O)Nc1ccc(S(=O)(=O)NC2(C(F)(F)F)NC(=O)N(CC(C)C)C2=O)cc1 (configuration not stated)	101	3	-4	-6	-11	-2.9	0	0.6	4	-5
CCOC(=O)c1[nH]ncc1CN1CCCC(C(=O)c2cccc3ccccc23)C1 (configuration not stated)	105	9	2	4	-5	-0.4	-3	0.5	-1	-8
COCCN(CCOC)C(=O)CN1C(=O)NC2(CCCc3sccc32)C1=O (configuration not stated)	97	-3	4	10	5	-2.9	3	-0.1	-16	-5
O=C(CCC(=O)N(CC(=O)NC1CCCCC1)c1ccccc1F)Nc1nccs1	79	-2	-7	29	0	-2.0	3	0.0	-19	-1
COc1cc(-c2nc3c[n+](CC(=O)c4ccccc4)ccc3n2C)cc(OC)c1OC	91	1	3	-10	-13	-3.2	1	0.0	0	-8
CCCc1cc(=O)[nH]c(SCC(=O)Nc2sc3c(c2C#N)CCCC3)n1	98	-2	-4	-5	-16	-0.4	1	-0.2	-3	7
O=C(Nc1cccc(S(=O)(=O)N2CCOCC2)c1)c1cc([N+](=O)[O-])ccc1N1CCOCC1	98	3	-1	7	-2	-0.4	-2	-0.1	0	-6
O=C(O)CCCN1C(=O)/C(=C\c2ccccc2OCc2ccccc2)SC1=S	98	10	-1	5	0	-0.3	3	0.1	2	-5
CCCCN(C(=O)C1CC(=O)N(c2ccc3c(c2)OCCO3)C1)c1c(N)n(CC(C)C)c(=O)[nH]c1=O (configuration not stated)	104	11	-1	11	-30	4.6	3	-0.2	4	-1
COc1ccc(CN2CCN(C(=O)c3cccs3)CC2)c(OC)c1OC	113	-2	3	9	-8	-2.7	1	0.1	-8	6
CCc1ccc(N2CC(C(=O)OCc3nc4ccsc4c(=O)[nH]3)CC2=O)cc1 (configuration not stated)	104	2	4	/	-5	-0.9	4	-0.2	-1	-2
CCOC(=O)N1CCN(C(=O)CSCc2ccccc2Cl)CC1	97	9	-5	4	-5	-2.1	0	0.3	5	-30
C=CCn1c(COc2ccccc2F)nnc1SCC(=O)N1CC(=O)Nc2ccccc21	99	-6	-1	-2	5	-1.8	5	0.3	-1	-3
Cn1c(=O)c2c(nc(SCCCO)n2Cc2ccccc2Cl)n(C)c1=O	98	7	2	1	-9	0.3	-4	0.5	-2	7
O=S1(=O)C=C(SCc2ccc(Cl)c(Cl)c2)Nc2ccccc21	96	3	5	1	10	0.8	-4	0.2	4	-3
CC1(C)CC(=O)C=C(c2ccc(OC(F)(F)F)cc2)C1	92	0	-6	-4	4	1.3	-1	-0.1	40	-5
CCOC(CCc1c(C)nc(NC(C)=O)[nH]c1=O)OCC	99	7	-3	-1	1	-1.4	2	-0.1	-14	3
O=C(COC(=O)CCc1c[nH]c2ccccc12)Nc1ccccc1	91	2	-1	-1	-13	-1.6	2	-0.3	6	0
Cc1noc(NS(=O)(=O)c2ccc(NC(=O)C(C)(C)C)cc2)c1C	96	3	1	25	2	-0.2	0	-0.2	-13	-6
CCn1c(SCC#N)nc2cc(S(=O)(=O)N3CCOCC3)ccc21	107	-8	10	-8	-7	4.0	0	-0.3	-2	-7
CCN(C1CCCCC1)S(=O)(=O)c1ccc(-n2cnnn2)c(C)c1	97	11	6	-7	2	-1.5	-1	-0.1	-10	-2
O=C(Nc1cccc(O)c1)C1CC(c2c(F)cccc2Cl)=NO1 (configuration not stated)	101	4	1	-2	-7	0.0	1	0.1	-10	-11
CC1(C(=O)NC(=S)NNC(=O)c2ccncc2)CCCCC1	97	15	-4	10	-4	-0.9	6	0.0	-3	1
O=C(NCC(F)(F)F)C1C(=O)Nc2ccccc2C(=O)N1C1CCCC1 (configuration not stated)	/	/	-6	/	-6	/	/	0.0	-11	/
O=C(CCN1C(=O)/C(=C/c2cccs2)SC1=S)Nc1ccccc1O	93	-4	-1	-12	0	8.2	-1	0.0	26	-4
COc1ccc(NC(c2ccccc2)c2ccncc2)cc1 (configuration not stated)	103	3	-6	-10	1	-0.5	2	-0.1	3	13
Cc1c(NC(=O)c2ccc(N3C(=O)C4C5C=CC(C5)C4C3=O)cc2)c(=O)n(-c2ccccc2)n1C (configuration not stated)	99	-1	-4	/	-7	-1.6	/	0.1	2	-4
CC(C)C(c1nnnn1Cc1ccccc1)N(CCCO)Cc1cc2cc3c(cc2[nH]c1=O)OCO3 (configuration not stated)	120	-1	4	1	20	0.7	-1	-0.4	-1	9
Cc1cccc(N2CCN(C(=O)CCNS(=O)(=O)c3ccc4c(c3)CCC(=O)N4)CC2)c1C	101	16	-1	-4	2	-0.9	0	-0.1	-2	-16
Cc1ccc2c(c1)N(C(=O)CCC(=O)NCCN1CCOCC1)CCO2	102	13	-10	9	-7	0.7	1	-0.1	-2	-4
COC(=O)n1c(=O)oc2cc(S(=O)(=O)N3CCOCC3)ccc21	102	-3	2	2	2	-2.4	0	-0.2	-1	2
CCn1c(SCc2cccnc2)nc2c1c(=O)n(C)c(=O)n2C	97	-6	2	-4	-5	-1.3	-1	0.1	-1	-2

Compounds from the list above that have a CF3 group:
Compound	ABCB6 inh MLPCN	MC4R antag cAMP	ABHD5-PLIN5 inh	Vif imaging	NOD2 RIPK2 PPI	MC4R ag barr	N-glyco inh	aDG glyco act	Exocytosis inh	TLR9-MyD88 block
CC(=O)Nc1ccc(S(=O)(=O)NC2(C(F)(F)F)NC(=O)N(CC(C)C)C2=O)cc1 (configuration not stated)	101	3	-4	-6	-11	-2.9	0	0.6	4	-5
CC1(C)CC(=O)C=C(c2ccc(OC(F)(F)F)cc2)C1	92	0	-6	-4	4	1.3	-1	-0.1	40	-5
O=C(NCC(F)(F)F)C1C(=O)Nc2ccccc2C(=O)N1C1CCCC1 (configuration not stated)	/	/	-6	/	-6	/	/	0.0	-11	/

Going on with the list.
Compound	ABCB6 inh MLPCN	MC4R antag cAMP	ABHD5-PLIN5 inh	Vif imaging	NOD2 RIPK2 PPI	MC4R ag barr	N-glyco inh	aDG glyco act	Exocytosis inh	TLR9-MyD88 block
COCCCNC(=O)c1ccc(NS(C)(=O)=O)cc1	97	1	1	-4	-10	-1.1	2	-0.4	-1	5
Cc1ccccc1-n1c(Cn2c(=O)sc3ccccc32)nnc1SCC(=O)N1CCOCC1	94	3	0	-4	1	-0.9	2	0.1	-2	-8
CC(=O)c1c(C)oc2ccc(O)c(CN3CCOCC3)c12	96	8	-2	10	-4	-1.4	-1	0.1	-2	-2
CC(=O)O[C@@H]1[C@H]2[C@@H](C[C@@H](C)[C@@H]3CCC(=O)[C@@]13C)OC(=O)[C@@H]2C	97	4	0	0	0	-1.3	3	0.0	-6	10
CC(=O)c1cc(CC=C(C)C)c(O)c(CC=C(C)C)c1O	103	5	-5	64*	7	3.0	-4	-0.2	-15	1
O=C(NCCCn1ccnc1)c1cc(-c2ccncc2)nc2ccccc12	87	-2	-4	0	-14	-1.1	3	-0.1	2	-5
COc1ccc(N(C)C(=O)c2cc3c(s2)-c2ccccc2OC3)c(OC)c1	100	-9	-2	14	-22	0.9	-4	-0.2	10	-16
COC(=O)C1(CC2CC(c3ccncc3)=NO2)CCN(C(=O)OC(C)(C)C)CC1 (configuration not stated)	98	0	3	-10	2	0.5	1	0.2	-1	-3
Cc1cc(C)c(S(=O)(=O)N2CCCC(C(=O)N3CCOCC3)C2)c(C)c1 (configuration not stated)	102	7	-1	/	-3	-1.8	0	0.1	-1	8
Cc1cc(C(=O)NC2CCCc3c2cnn3-c2ccc(C)c(C)c2)no1 (configuration not stated)	100	-5	6	-11	-14	-0.4	-3	0.6	3	-7
COc1ccc(S(=O)(=O)N=N/C=C2\C=CC=CN2O)cc1OC	96	-2	8	0	-8	1.0	2	0.0	1	-12

Shown as a hit in Vif imaging, among the entries above:
Compound	ABCB6 inh MLPCN	MC4R antag cAMP	ABHD5-PLIN5 inh	Vif imaging	NOD2 RIPK2 PPI	MC4R ag barr	N-glyco inh	aDG glyco act	Exocytosis inh	TLR9-MyD88 block
CC(=O)c1cc(CC=C(C)C)c(O)c(CC=C(C)C)c1O	103	5	-5	64*	7	3.0	-4	-0.2	-15	1

High-throughput results (PubChem)
